Pf Dd2 inh – inhibitors of Plasmodium falciparum Dd2 growth; P. falciparum Dd2 growth, SYBR Green, 72 h; AID 1347417; 120,000 compounds, 4.3% hits; Potency, µM (highest dose often 28.9 µM), for the others: top-dose activity, negative = inhibition, most hits filed as inhibitors; active means well fitted inhibition curve with a large enough effect; inconclusive means small, poorly fitted or top-dose-only effect; inactive means no such curve, though single readings can be large or run the other way;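 further: plate controls were DMSO vehicle for no effect and reference drug for full effect; nearly all actives have a fitted effect of over 65% in size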
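Infected erythrocytes (Dd2, 0.3% parasitemia, 2.5% hematocrit final) are added to compound in RPMI-1640/Albumax II medium, grown 72 h at 37C in low oxygen, then lysed with saponin/Triton-X containing SYBR Green and read by fluorescence.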
Active calls of the source: *; i = inactive; ? = inconclusive; [ ] = remark or other dose. Potency means the concentration at half of the fitted maximal effect. An excerpt. The share of hits here may be higher or lower than overall.

SMILES	Pf Dd2 inh
CCCNC(=O)CCC1CCN(c2cc(NCCC)ncn2)CC1	i
COc1ccc(-c2cc(C(F)(F)F)nc(SCC(=O)N3CCCCC3)n2)cc1	43.5%[activator]
Cc1cncc(NC(=O)CC2COc3ccc(C(=O)N(C)C)cc3N2C)c1 (stereo unspecified)	-12.6%
Cn1cncc1-c1nnc([C@H]2CCN(CC3CC3)C2)o1	-3.5%[44.1 µM]
C=C[C@H]1CN2CC[C@H]1C[C@@H]2CNC(=O)Nc1ccc(C(C)(C)C)cc1	i
COc1cccc(N2CCN(C(=O)c3cnn(C(C)(C)C)c3C3CCN(C(=O)OC(C)(C)C)CC3)CC2)c1	12.6µM*
CC(C)N1C(=O)C2(CCCC2)C1C(=O)N1CCCCC1 (stereo unspecified)	11.9%
O=C(O)CC1C(=O)NCCN1C1Cc2ccccc2C1 (stereo unspecified)	9.1%
CNC(=O)[C@@H]1CN(C(=O)Cn2nc(C(F)(F)F)cc2C)C[C@H]1c1n[nH]c(C)n1	24.7%
O=C([C@@H]1C[C@H](F)CN1C(=O)c1cccc(Cl)c1)N1CCCCC1	-0.3%
O=C(Nc1ccc2ncnc(N3CCCC3)c2c1)c1ccc(F)cc1Cl	i
CC(C)c1cccc(NC(=O)C2CCN(C(=O)c3ncn4c3COC(c3ccc(F)cc3)C4)CC2)c1 (stereo unspecified)	-4.9%
O=C(Nc1cccc(F)c1)C1CCN(C(=O)c2ncn3c2COC(c2ccccc2)C3)CC1 (stereo unspecified)	-3.1%
COC(=O)c1c(C)oc2ccc(N(C(=O)c3ccncc3)S(=O)(=O)c3c(C)cc(C)cc3C)cc12	-7.5%
COc1nccnc1NC1CCN(C(=O)Cc2ccccc2)CC1	?
CC(C)Oc1ccc(CN2CCc3nc(N4CCN(C)CC4)[nH]c(=O)c3CC2)cc1	19.2%[5.79 µM]
Cc1ccc(C(=O)N2CCc3onc(-c4cccc5ccccc45)c3C2)cc1	-29.3%
COc1ccc(OC)c(CNC(=O)C2COc3ccccc3C2)c1 (stereo unspecified)	0.8%
CCn1ccc2cc(S(=O)(=O)N3CCCN(C(=O)Nc4ccccc4F)CC3)ccc21	18.6%
COc1ncccc1-c1cc2c(ccn2C(C)C)c(C(=O)NCc2c(C)cc(C)[nH]c2=O)n1	?
COc1ccc(N2Cc3cccc(C(=O)Nc4ccc(C)c(C)c4)c3C2=O)cc1	-18.6%
CC(C)C(=O)N1Cc2ccccc2CC2(CCCCN2C)C1 (stereo unspecified)	?
CC1(NC(=O)C2CC2)CN(Cc2nc(-c3ccccc3OCc3ccccc3)cs2)C1	?
O=C(NCc1ccc2c(c1)OCO2)C1NCCc2[nH]cnc21 (stereo unspecified)	7.7%
O=C1CN(C(=O)Cc2ccccc2)C(c2ccc(F)cc2)c2cc(Br)ccc2N1 (stereo unspecified)	i
O=C1Cc2c(-c3cccc(C(F)(F)F)c3)n[nH]c2CN1Cc1ccccc1	i
O=C1COc2ccc(-c3ccncc3)nc2CN1Cc1ccccc1	i
Cc1cnc(CCNC(=O)Cn2c(=O)oc3ccccc32)n1C1CC1	?
O=C(NCCc1ccccc1)C1CCN(c2cc(C(F)(F)F)ncn2)CC1	i
COc1cc2c(cc1OC)C(CNC(=O)c1ccc(Cl)cc1)N(C(=O)Nc1ccccc1)CC2 (stereo unspecified)	?
CCc1cccc(-n2c(=O)c3cccnc3n2CC(=O)NCc2ccccc2Cl)c1	2.24µM*
CN1CCCN(C[C@@H]2CN(Cc3cccc(CCN)c3)C[C@@H]2CO)CC1	11.5%
Cc1ncsc1C(=O)N1CCc2c(n(Cc3cccnc3)n(CCc3ccccc3)c2=O)C1	21.3%
O=C(NCCc1ccncc1)c1ccc(OC2CCN(C(=O)C3CC3)CC2)cc1	-23.3%
Cc1ccc(-n2ncc3c(Nc4ccc(Oc5ccccc5)cc4)ncnc32)cc1	i
COc1ccccc1Cc1nc(-c2nnn3c2COC(c2ccc(Cl)cc2)C3)no1 (stereo unspecified)	-21.7%
CCCc1nc(C(=O)N(C)CCSc2ccc(C)cc2)cs1	-28.4%
Cc1ccc(C)c(N2CCN(C(=O)C3CCN(S(=O)(=O)c4cn(C)cn4)CC3)CC2)c1	59.2%[activator]
COc1ccc(NC(=O)Nc2cn(CC(C)C)c(=O)c3ccccc23)c(OC)c1	-8.3%
CC1=C(C(=O)OC(C)C)C(c2ccc(Cl)cc2)N2C(CC(=O)N3CCCC3)=CSC2=N1 (stereo unspecified)	?
O=C(COc1ccc(F)cc1)NC1CCc2n[nH]c(=O)n2CC1 (stereo unspecified)	53.0%[activator]
CCOC(=O)C1(Cc2ccc(Cl)cc2)CCN(C(=O)c2ccc(C)s2)CC1	-14.6%
Cc1ccccc1NC(=O)N1CCC(CCNC(=O)c2ccccc2)CC1	-3.6%
C#CCN(C)C(=O)C[C@@H]1CCNC[C@@H]1Cc1cc(COc2ccccc2)on1	10µM*
CC(C)Cn1cc(NC(=O)N2CCN(c3ccccc3F)CC2)c2ccccc2c1=O	40.6%[activator][5.79 µM]
Cc1ccc(-c2cc3c(=O)n(CCNC(=O)c4ccc[nH]c4=O)ccn3n2)cc1C	?
COc1ccc2c(c1)c1c(c(=O)n(-c3ccc(F)c(Cl)c3)c(=O)n1Cc1ccccc1C)n2C	19.7%
CCCN1CCN(CC2=C(C(=O)OCC)C(c3ccc(OC(C)C)cc3)NC(=O)N2)CC1 (stereo unspecified)	i

Reprinted from the part before: 3 compounds; new compounds follow.
SMILES	Pf Dd2 inh
Cc1ccc(-c2cc3c(=O)n(CCNC(=O)c4ccc[nH]c4=O)ccn3n2)cc1C	?
COc1ccc2c(c1)c1c(c(=O)n(-c3ccc(F)c(Cl)c3)c(=O)n1Cc1ccccc1C)n2C	19.7%
CCCN1CCN(CC2=C(C(=O)OCC)C(c3ccc(OC(C)C)cc3)NC(=O)N2)CC1 (stereo unspecified)	i
CCOc1ccc(-n2cc(-c3ccccc3)c3c(NC4CCCC4)ncnc32)cc1	?
COc1ccc(-c2cc(N3CCC(NC(=O)Cc4ccccc4OC)CC3)n[nH]2)cc1	-2.2%
Cc1ccc(S(=O)(=O)c2nnn3c2nc(NCc2ccc4c(c2)OCO4)c2sccc23)cc1	i
CC(C)(N)C(=O)N1CCC(n2nccc2NC(=O)c2cccc(F)c2)CC1	-8.3%
O=C(c1ccc(Cl)cc1)N1CC2(CCN(Cc3ccccn3)C2)Cc2ccccc21 (stereo unspecified)	?
COc1ccccc1N1CCN(c2ncnc3c2c(-c2ccccc2)cn3-c2cccc(Cl)c2)CC1	7.2%
COc1ccccc1C(=O)N1CCC(N2CCOCC2=O)CC1	14.3%
Cn1cc(CC(=O)N2CCCc3ncc(C(=O)Nc4cccc(F)c4)cc32)c2ccccc21	i
Cc1cc(C)c2c(N)c(C(=O)Nc3ccccc3C(F)(F)F)sc2n1	18.6%
CC(=O)N1CCN(C(=O)c2ccc3c(c2)NC(C)(CCCCc2ccccc2)CO3)CC1 (stereo unspecified)	i
CC1CCC(NC(=O)c2ccc3c(c2)N(Cc2ccccc2F)C(=O)c2ccccc2S3=O)CC1 (stereo unspecified)	10µM*
Cc1nc(-c2cccs2)cc([C@H]2CN3CC[C@H]2C[C@@H]3CO)n1	11.2µM*
CCOC(=O)c1cccc(NC(=O)c2cnc(-c3ccccc3)nc2-c2ccncc2)c1	i
CCCN1CCCC2(CCN(S(=O)(=O)c3c(C)noc3C)C2)C1=O (stereo unspecified)	-3.8%
CSc1ccc(CCNC(=O)CCn2c(=O)c3cccn3c3cccnc32)cc1	-16.0%
CCOc1ccc(NC(=O)CSc2oc(-c3ccco3)nc2S(=O)(=O)c2ccccc2)cc1	23.6%
O=C(NCC(c1ccc2c(c1)OCO2)N1CCOCC1)c1ccccc1 (stereo unspecified)	-11.2%
Cc1ccc2c(c1)C(C)(c1ccccc1)CC(C)(C)N2C(=O)c1ccc(F)cc1 (stereo unspecified)	5.62µM*
COc1cccc(CCC(=O)N2CCC3(CC2)N=C(c2ccccc2)NO3)c1	11.2µM*
CSc1ccc(CNc2ncc(-c3ccccc3)n2C)cc1	i
CN(C)c1nc2c(c(=O)[nH]1)CCN(C(=O)c1sccc1Cl)C2	1.2%
Cc1noc(C2CCCCCN2C(=O)NC2CCCC2)n1 (stereo unspecified)	-14.2%
CC(C)Oc1ccc(CNC(=O)c2ccc(NC(=O)N3CCSc4ncccc43)cc2)cc1	-11.8%
CC1CN(c2ccc(Cl)cc2)c2nc3c(c(=O)n(CC(=O)O)c(=O)n3C)n2C1 (stereo unspecified)	-5.5%
COc1ccc(Nc2cc(C(=O)NCc3ccccc3OC)c3ccccc3n2)cc1	?
COc1ccccc1-c1cc(C(=O)N2CCOCC2)nn2cnnc12	20.2%
CS(=O)(=O)N1CCN(C(=O)C2CC(=O)N(c3n[nH]c4ccccc34)C2)CC1 (stereo unspecified)	-7.0%
O=C(NCCC1=CCCCC1)c1ccc2c(c1)N(Cc1ccccc1)C(=O)c1ccccc1S2(=O)=O	?
COc1ccccc1C(=O)Nc1ccc(S(=O)(=O)Nc2ncccn2)cc1	1.8%
CN(C)C(=O)CCC[C@@H]1[C@H]2CCCN3CCC[C@@H](CN1C)[C@@H]23	-12.2%
CC(C(=O)Nc1ccccc1C(F)(F)F)n1nnc2sc3c(c2c1=O)CCCC3 (stereo unspecified)	-6.2%
COc1cccc(CN2C(=O)OC3(CCN(C(=O)c4scnc4C)CC3)C2(C)c2cccnc2)c1 (stereo unspecified)	i
CC(=O)N1CCCC2(C1)CN(C)c1ccc(C(=O)NCC(C)C)cc12 (stereo unspecified)	-0.3%[44.1 µM]
Cc1ccc2c(CC(=O)Nc3ccc(S(=O)(=O)N4CCCC(C)C4)cc3)coc2c1 (stereo unspecified)	?
c1ccc(OCc2noc(CN3CCN(C(c4ccccc4)c4ccccc4)CC3)n2)cc1	?
COc1cccc([S+](=O)([O-])N2CC(N3CCc4ccccc43)C2)c1	38.0%[activator]

7 structures from above, arranged by formula weight, low to high.
SMILES	Pf Dd2 inh
CN(C)C(=O)CCC[C@@H]1[C@H]2CCCN3CCC[C@@H](CN1C)[C@@H]23	-12.2%
CC(=O)N1CCCC2(C1)CN(C)c1ccc(C(=O)NCC(C)C)cc12 (stereo unspecified)	-0.3%[44.1 µM]
COc1cccc([S+](=O)([O-])N2CC(N3CCc4ccccc43)C2)c1	38.0%[activator]
COc1ccccc1C(=O)Nc1ccc(S(=O)(=O)Nc2ncccn2)cc1	1.8%
Cc1ccc2c(CC(=O)Nc3ccc(S(=O)(=O)N4CCCC(C)C4)cc3)coc2c1 (stereo unspecified)	?
c1ccc(OCc2noc(CN3CCN(C(c4ccccc4)c4ccccc4)CC3)n2)cc1	?
COc1cccc(CN2C(=O)OC3(CCN(C(=O)c4scnc4C)CC3)C2(C)c2cccnc2)c1 (stereo unspecified)	i

Next structures follow:
SMILES	Pf Dd2 inh
CCc1ccc2occ(CC(=O)Nc3sc4c(c3C(=O)NCCOC)CCCC4)c2c1	-19.2%
Cc1cccc(OCC(=O)Nc2ccc(C(=O)OCc3cc(=O)n4nc(C5CC5)sc4n3)cc2)c1	22.2%
CCCCNC(=O)c1cc(Sc2ccc(OCC)cc2)nc2ccccc12	-29.0%
O=C(NCc1ccccc1)N1CCC(N2C(=O)C3(CCCC3)C2c2ccccc2)CC1 (stereo unspecified)	?
O=C1[C@H]2CN(Cc3ccc(Cl)c(F)c3)C[C@H]2C(=O)N1Cc1ccc2c(c1)OCO2	15.8%
CCOC(=O)c1cc(S(=O)(=O)Nc2cc(F)ccc2C)[nH]n1	?
CC1=C[C@@H](CNC(=O)CCC(=O)O)[C@H](C(C)C)C[C@H]1CC(=O)N(C)Cc1ccccc1	?
Fc1ccccc1CN1CCNc2cnc(OCc3cccnc3)cc2C1	-14.4%[44.1 µM]
Cc1ccc(C(=O)N2CCC(c3n[nH]c(=O)n3-c3ccccc3)CC2)cc1F	i
COc1ccc(-c2noc(CC3CCN(C(=O)C4(c5ccc(OC)cc5)CC4)CC3)n2)cc1	?
COc1ccccc1-c1cc(C(=O)NCc2cccnc2)c2c(c1)N(C)CCO2	-5.5%[44.1 µM]
COc1ccc(NC(=O)N(Cc2ccco2)C2CCN(C(C)=O)CC2)c(OC)c1	51.6%[activator][5.79 µM]
CCOC(=O)C1(Cc2ccccc2C(F)(F)F)CCNCC1	?
COC1CN(c2ccc(C)cc2)C12CCN(C(=O)CCc1nc3ccccc3s1)CC2 (stereo unspecified)	?
Cc1noc(C)c1C1CCCN1Cc1cn(-c2ccccc2)nn1 (stereo unspecified)	?
CN(C)c1ccc(C(=O)N2Cc3[nH]cnc3CC2C(=O)O)cn1 (stereo unspecified)	-20.3%
CC1(CNc2ccccc2)COc2ccc(C(=O)NCCc3ccccc3)cc2N1 (stereo unspecified)	?
COc1cc(OC)nc(NCc2cccnc2N2CCN(C(C)=O)CC2)n1	-16.2%
CCCCN(C)CCCNC(=O)Cn1ncc2c3ccccc3n(Cc3cccc(Cl)c3)c2c1=O	5.62µM*
C#C[C@H]1CN2CC[C@H]1C[C@@H]2CNC(=O)COC	-13.3%[44.1 µM]
Cc1ccccc1-c1cc(-c2cn[nH]c2)c2cncn2c1	-25.7%[44.1 µM]
O=C(c1ccccc1)N1CCC2(CCCCO2)CC1	i
CCn1cc(CN2CCC(N3C(=O)C4(CCCCC4)C3c3ccccc3)CC2)cn1 (stereo unspecified)	?
O=C(c1cn(CC2CCCO2)nn1)N1CCN(c2cccc(C(F)(F)F)c2)CC1 (stereo unspecified)	-21.5%
CN1C[C@H](O)C[C@H]1c1nnc2n1CCN(C(=O)c1cc3ccccc3[nH]1)CC2	-1.3%
O=C(NC1CCCC1)N1CCC2(CC1)N(c1ccccc1)C(=O)CS2=O (stereo unspecified)	-5.3%
CCC(CC)C(=O)N1CC2CC(C1)[C@H]1CCCC(=O)N1C2 (stereo partly specified)	5.7%
CC1=C[C@@H](CNC(=O)C2CC2)[C@H](C(C)C)C[C@H]1Cc1nc2ccccc2n1C	i
C#C[C@H]1CN2CC[C@H]1C[C@@H]2CNC(=O)COCC(=O)O	9.1%[44.1 µM]
